Screens as filed in PubChem.
TLR9-MyD88 inh – TLR9-MyD88 interaction inhibition; Q9NR96+Q99836; CHO BLA complementation TLR9-MyD88, CCF4 FRET ratio; inhibition, % at 4.98 µM; 0.21% of 340,000 active;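 active = inhibition above the mean over all tested compounds plus 3 SD, cut at about 21% in these data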;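 note: 0% = DMSO only wells and 100% = clavulanate BLA inhibitor control wells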
NCOA1 inh – inhibits human SRC1 coactivator; Q15788; HEK293 GAL4-SRC1 luciferase reporter, luminescence; inhibition, % at 3.6 µM; 0.12% of 360,000 active;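 active = inhibition above the campaign mean plus 3 SD, with each screening campaign given its own cutoff, cut at about 60% in these data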;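 note: 0% = DMSO treated cells and 100% = gossypol at 36 µM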
NOD2-RIPK2 inh – blocks binding of human NOD2 to RIPK2 | CHO BLA complementation NOD2-RIPK2, CCF4 ratio | inhibition, % at 4.98 µM | 0.38% of 360,000 active | AID 624267; in the data active = inhibition above about 21%;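 note: 0% = vehicle only and 100% = reference blocker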
NR5A2 inv ag – suppresses constitutive activity of human LRH-1. O00482. HEK293T StAR-luciferase reporter, LRH-1 transfected, 24 h. inhibition, % at 3.6 µM. 0.13% of 360,000 active. AID 602396;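 active = inhibition above the mean inhibition of all tested compounds plus 3 SD, cut at about 73% in these data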;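 note: 0% = DMSO wells and 100% = reporter-only cells lacking LRH-1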
COUP-TFII inh – NR2F2 (human) inhibition, primary screen | 0.7% of 370,000 active | P24468 | AID 686940 | inhibition, % at 8.6 µM | HEK293T NGFI-A luciferase reporter, luminescence;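 active = inhibition above a per-plate cutoff, mean inhibition of test wells between control levels plus 3 SD, cut at about 38% in these data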;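 note: cells cotransfected with COUP-TFII expression vector driving the NGFI-A reporter; 0% = median of COUP-TF2 test wells and 100% = reporter-only cells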
Granule exo inh – blocks lytic granule exocytosis. AID 651702. 0.66% of 360,000 active. TALL-104 LAMP-1 surface exposure, flow cytometry; cells stimulated with thapsigargin and PMA. inhibition, % at 10 µM;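 active = inhibition above about 55%, limit read from the data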
TWEAK-Fn14 inh – blocks TWEAK-Fn14 interaction in a reporter cell assay; AID 1159606; 2% of 360,000 active; TWEAK-stimulated Fn14 reporter cells, luciferase luminescence, 8 h; inhibition, % at 10 µM; in the data active = inhibition above about 50%
TROY signal inh – inhibitors of TROY-dependent NF-kB signaling; inhibition, % at 10 µM; Q293 LMP1-TROYcd NF-kB luciferase reporter, 4 h; 0.98% of 360,000 active; AID 1347056;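 active = compounds whose plate-normalised and pattern-corrected inhibition of the luciferase reporter signal at the single screening dose is 50% or more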
SRC2 inh – inhibits human steroid receptor coactivator 2; 0.17% of 370,000 active; inhibition, % at 9 µM; AID 651957; HEK293 GAL4-SRC2 luciferase reporter, luminescence;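 active = inhibition above the mean inhibition of all tested compounds plus 3 SD, set per campaign, cut at about 52% in these data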;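 note: 0% = DMSO treated cells and 100% = cells given Gossypol at 36 µM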
NCOA3 inh – human NCOA3 inhibition; HEK293 GAL4-SRC3 luciferase reporter, luminescence; inhibition, % at 3.6 µM; 0.17% of 360,000 active; AID 588352;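 active = inhibition above a per-campaign cutoff, the mean of all compounds plus 3 SD, cut at about 60% in these data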;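 note: 0% = DMSO-treated cells and 100% = gossypol-treated cells at 36 µM; higher means less SRC3-driven luciferase light from the GAL4 reporter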
ABHD5 PLIN5 PPI – blocks binding of human ABHD5 to perilipin-5 | Q00G26+Q8WTS1 | Split G. princeps luciferase complementation, luminescence, 4 h | inhibition, % at 4 µM | 0.78% of 360,000 active | AID 602281;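 active = inhibition above the mean inhibition across every tested compound plus 3 SD, cut at about 22% in these data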;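 note: 0% = DMSO only wells and the 100% control is not disclosed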
Target sequence (Q00G26 whole entry, looked up): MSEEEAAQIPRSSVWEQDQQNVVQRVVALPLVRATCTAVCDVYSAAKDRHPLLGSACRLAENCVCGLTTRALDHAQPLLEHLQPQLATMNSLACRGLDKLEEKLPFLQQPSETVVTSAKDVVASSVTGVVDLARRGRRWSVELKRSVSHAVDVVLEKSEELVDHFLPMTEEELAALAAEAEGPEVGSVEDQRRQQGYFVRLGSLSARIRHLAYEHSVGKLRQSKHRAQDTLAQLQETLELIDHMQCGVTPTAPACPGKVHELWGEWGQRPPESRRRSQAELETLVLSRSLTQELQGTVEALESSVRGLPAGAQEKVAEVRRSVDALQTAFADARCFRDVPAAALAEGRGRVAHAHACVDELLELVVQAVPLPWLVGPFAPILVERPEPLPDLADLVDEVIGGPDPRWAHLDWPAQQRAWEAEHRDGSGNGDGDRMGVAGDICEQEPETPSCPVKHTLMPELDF
Target sequence (Q8WTS1 whole entry, looked up): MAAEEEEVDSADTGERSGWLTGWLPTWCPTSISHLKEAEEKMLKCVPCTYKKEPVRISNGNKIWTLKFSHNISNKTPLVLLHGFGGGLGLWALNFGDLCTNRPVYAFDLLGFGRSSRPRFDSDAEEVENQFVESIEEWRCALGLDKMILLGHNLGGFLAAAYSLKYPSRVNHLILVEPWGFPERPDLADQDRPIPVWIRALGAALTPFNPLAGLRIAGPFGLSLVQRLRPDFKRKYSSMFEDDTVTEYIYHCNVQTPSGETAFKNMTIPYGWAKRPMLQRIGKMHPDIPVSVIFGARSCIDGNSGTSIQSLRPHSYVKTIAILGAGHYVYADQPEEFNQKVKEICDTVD
* = called active by the depositor; · = not tested or not shown. Some of the compounds tested. The share of hits here may be higher or lower than overall.

SMILES	TLR9-MyD88 inh	NCOA1 inh	NOD2-RIPK2 inh	NR5A2 inv ag	COUP-TFII inh	Granule exo inh	TWEAK-Fn14 inh	TROY signal inh	SRC2 inh	NCOA3 inh	ABHD5 PLIN5 PPI
Cc1ccc(N2C(=O)N3[C@H](c4cccc(C)c4)[C@@H]4C(=O)N(Cc5ccccc5)C(=O)[C@@H]4[C@]3(C)C2=O)cc1	-4	1	8	1	5	17	17	-8	-44	-3	3
O=C(Nc1ccc(O)c2c(=O)cc(-c3cccc(Cl)c3)oc12)c1ccccc1Cl	-6	-5	-5	-1	6	18	-1	-5	-15	7	-1
CCCOc1ccc(-c2c(C(=O)N/N=C(\C)c3cccs3)nnn2-c2nonc2N)cc1	8	6	1	2	-17	3	-43	-16	12	-20	3
CCOc1cccc(C(=O)Nc2ccc3oc(Cc4ccc(Cl)cc4)nc3c2)c1	-7	9	1	-3	33	8	-8	-14	-4	-33	-2
COc1cc(OC)c(S(=O)(=O)NCc2ccco2)cc1S(=O)(=O)NCc1ccco1	0	-12	1	-11	-5	4	17	8	-5	13	-1
NC(=O)CSc1nccn1Cc1ccccc1	3	6	-10	-4	10	-8	19	9	1	26	-5
CC(=O)c1cnc2cc(-c3cccc(Br)c3)nn2c1C	-1	-52	1	-25	-33	-1	-10	-42	-33	-26	0
COc1ccc(OC)c(CN2CCN(C(=O)CCC(=O)c3cccs3)CC2)c1	2	-20	-4	-5	2	5	-2	-19	-3	10	2
Cc1c(OCC(=O)NCc2ccncc2)ccc2c3c(c(=O)oc12)CCC3	5	-19	9	-9	-21	-1	-39	0	-54	6	1
CCN1CCN(C(=O)C(Cc2ccccc2)NC(=O)c2ccc(Cl)c(S(=O)(=O)N(C)C)c2)CC1 (stereo not given)	-4	8	-2	2	3	-8	12	12	4	-1	-7
CCOC(=O)c1ccc(N/C=C/C(=O)C(C)(C)C)cc1	1	-84	-5	-31	-49	-2	38	-6	-60	-94	-5
COc1ccc(OC)c(C(C)NC(=O)C(C)Cc2ccccc2)c1 (stereo not given)	-3	2	-4	8	10	5	16	9	-1	7	7

Taken from above:
Value for Cc1c(OCC(=O)NCc2ccncc2)ccc2c3c(c(=O)oc12)CCC3 under COUP-TFII inh: -21
Value for COc1ccc(OC)c(CN2CCN(C(=O)CCC(=O)c3cccs3)CC2)c1 under Granule exo inh: 5

Following part.
SMILES	TLR9-MyD88 inh	NCOA1 inh	NOD2-RIPK2 inh	NR5A2 inv ag	COUP-TFII inh	Granule exo inh	TWEAK-Fn14 inh	TROY signal inh	SRC2 inh	NCOA3 inh	ABHD5 PLIN5 PPI
c1ccc(C2CC(c3ccccc3)n3c(nc4ccccc43)N2)cc1 (stereo not given)	-3	5	9	-8	5	0	-4	-21	-2	-7	-2
O=C(Nc1ccc2nc3n(c(=O)c2c1)CCCCC3)c1c(F)ccc([N+](=O)[O-])c1F	11	-156	23*	4	43*	3	106*	86*	71*	0	36*
Cc1cc(C)c(C)c(OCCCCN(C)Cc2ccccc2)c1	-4	6	2	-3	-16	29	-2	3	17	0	7
O=C(NCC1CCCO1)c1ccc2c(c1)N(Cc1ccc(F)cc1Cl)C(=O)CS2 (stereo not given)	-1	-9	-4	21	-3	-2	-6	-6	-17	-1	-4
CCCNC(=O)c1ccc(N2CCC3(CC2)CC(c2ccccc2)=NO3)c(NC(=O)c2cccc(OC)c2)c1	-1	11	-16	-15	7	16	7	-22	-10	0	15
Cc1cc(C)cc(N(CC(=O)NC2CCCC2)S(=O)(=O)c2c(C)[nH]c(=O)[nH]c2=O)c1	4	5	5	-16	7	-1	10	-2	-17	16	4
Cc1ccc(S(=O)(=O)Nc2ccc(N3CCOCC3)cc2)cc1C	-2	-5	-8	9	12	-2	23	2	11	-12	-5
COc1ccccc1N1C(=O)c2ccccc2NC1c1cc(OC)c(OC)c(OC)c1 (stereo not given)	-6	-15	8	13	14	-7	3	-23	-32	-18	-7
COC(=O)c1ccc(C)c(NC(=O)CN(c2ccccc2)S(=O)(=O)N(C)C)c1	17	-20	-9	13	12	0	5	0	-4	13	-1
O=C(O)c1cccc(N/N=C/c2cccs2)c1	-6	-172	-11	-154	-54	-2	49	-63	-85	-25	2
Cc1nnc(NC(=O)CSc2ncnc3c2cnn3-c2ccccc2C)s1	-2	-14	-6	-12	10	3	12	21	-26	9	6
Cc1nn2c(C)c(C(=O)Nc3ccccc3)cnc2c1-c1ccccc1	-3	3	-7	-3	12	1	2	12	-1	26	-5
CC(C)(C)C(=O)Nc1sc2c(c1C#N)CCC2	-1	-7	12	-2	-3	6	-1	-3	-7	1	3
O=C(Nc1ccccc1)Nc1cccc2cccnc12	9	-71	-4	-105	-63	-1	13	-65	-39	-81	-7
CCNC(=S)NNC(=O)C(c1ccccc1)c1ccccc1	-3	3	-9	7	6	9	-7	11	10	8	-9
COc1cccc(CNc2nc3nc(C)c(Cl)c(=O)n3[nH]2)c1	1	1	-6	-11	19	-2	-7	5	-11	-28	-6
CCC(=O)N1CCN(c2ccc(Cl)cc2NC(=O)c2ccc(Br)o2)CC1	-7	-28	3	-5	-6	1	-14	20	1	7	3
CC(C)c1nc(SCC(=O)Nc2ccc(N3CCOCC3)cc2)c2ccccc2n1	10	-6	-1	21	-10	-2	-16	11	-9	-20	-10
CN(Cc1cn(-c2ccccc2)nc1-c1ccc(Cl)cc1)C(=O)CCC(=O)O	1	-8	4	10	2	2	-6	-5	-2	16	10
Nc1nc(-c2ccccc2)nn1S(=O)(=O)c1ccccc1	-9	0	-4	-4	-5	0	4	-13	-2	-7	2
O=c1c(Oc2ccccc2)coc2cc(O)cc(O)c12	4	-16	-4	-6	2	5	15	-27	-6	6	4
CC1(c2ccccc2Cl)NC(=O)N(CC(=O)NC(=O)NCc2ccco2)C1=O (stereo not given)	-3	7	-6	-9	-8	2	0	19	-1	-11	-2
Cc1c(OCC(=O)N[C@@H](Cc2ccccc2)C(=O)O)ccc2c3c(c(=O)oc12)CCC3	2	1	-10	1	5	0	18	12	-16	9	-6
COC(=O)CCC(=O)N1CCCC(CO)(Cc2ccccc2)C1 (stereo not given)	1	-64	8	-101	-49	-12	-33	-101	-52	-83	0
CCCCCn1c(=O)[nH]c2cc(C(=O)NCc3ccccn3)ccc2c1=O	4	10	2	6	-9	-1	13	11	-6	-18	-9
O=C(NCCCC1CCCC1)C1CCC(=O)N(Cc2ccccc2F)C1 (stereo not given)	3	-8	5	3	4	-1	-9	-13	7	14	-4
CCCCNC(=O)C1(C)CCCCN1C(=O)c1ccc(C#N)cc1 (stereo not given)	·	-17	-13	-9	-27	-1	7	-10	13	-20	-7
Cc1ccccc1C1c2[nH]c3ccccc3c2C[C@H]2C(=O)N(C3CC3)CC(=O)N12 (stereo not given in full)	-7	9	10	2	25	-1	17	-18	-24	4	0
O=C(O)CC(c1ccccc1)c1ccc2c(c1)OCO2 (stereo not given)	-8	3	-8	20	13	-1	9	-2	-27	-4	2
COc1ccccc1CCNC(=O)CSc1ccc(-c2ccco2)nn1	8	-2	-12	-7	12	-2	-4	16	-6	-11	7
COc1ccccc1/C=N\Nc1cn[nH]c(=O)c1Cl	5	5	-11	5	-33	0	4	-15	-8	-1	9
NC(CCc1ccccc1)c1csc(NC(=O)NCCc2ccccc2)n1 (stereo not given)	·	-11	-6	0	8	12	8	10	12	-6	11
CC1CCC/C(=N\NC(=O)c2ccncc2)C1 (stereo not given)	3	9	-2	4	17	3	17	-7	-15	-7	4
COc1ccc2oc(C(=O)N3CCN(c4ncccn4)CC3)c(C)c2c1	-7	-3	0	-1	-7	-2	6	-7	-17	-8	-8
COc1ccccc1-c1ccc(/C=N/O)o1	·	-1	4	-8	2	3	8	15	-12	16	-5
C=CC[C@@H](CC(=O)NCCO)C(=O)NC[C@H](OC(=O)[C@@H](CC=C)CC(=O)OC(C)(C)C)c1ccccc1	6	-4	-6	5	12	8	-3	-11	-2	6	4
Nc1c(-c2cccc(Cl)c2)cnn1-c1cccc([N+](=O)[O-])c1	6	-17	0	-22	-19	2	-36	-36	-25	-29	-4
Cc1ccc(CN2CCN(/N=C/c3cc(Br)ccc3F)CC2)cc1	-4	3	-3	10	6	-9	7	-10	-1	-6	-1
CCOC(=O)c1sc2nc(C)nc(Nc3ccc(OC)c(OC)c3)c2c1C	·	10	-8	0	15	-7	11	-1	-4	10	-2
COC(=O)C1CCN(c2cc(Cl)nc(N)n2)CC1	0	3	-1	-18	20	1	-12	7	-36	11	-3
O=C(c1ccc(COc2ccccc2)o1)N1CCN(S(=O)(=O)c2ccccc2Cl)CC1	-4	1	4	-12	11	0	-21	11	6	11	5
CCCOc1ccc(NC(=O)CNC(=O)c2cc(OC)cc(OC)c2)cc1OCCC	2	4	0	-2	26	0	-1	4	10	6	8
Cc1cc(NC(=O)C(C)SCC(=O)OCc2ccc(Cl)cc2Cl)no1 (stereo not given)	-2	0	4	17	1	1	-14	-17	-2	14	3
CN(NC(=O)COc1ccccc1)C1=NS(=O)(=O)c2ccccc21	3	6	-8	10	19	-4	7	11	-1	2	1
COc1ccccc1OCC(=O)OC/C(O)=C(\C#N)c1nc2ccccc2[nH]1	-9	10	-16	1	-24	-1	1	-12	17	-9	1
CCCCC(=O)Nc1ccc(C(N)=O)cc1	6	-5	8	-4	8	-1	9	-1	12	6	-2
COC(=O)c1ccc2nc(-c3ccc(C#N)cc3)c(Cc3ccsc3)n2c1	·	·	-3	9	0	-2	-1	-3	5	·	13
CC1(C)Cc2c(C#N)c(SCCC#N)nc(N3CCOCC3)c2CO1	4	-22	-3	5	15	-8	-42	7	-26	3	-1
CCCN(CCC)C(=O)C1CCCN(S(=O)(=O)c2ccc3c(c2)oc(=O)n3C)C1 (stereo not given)	-10	-4	4	3	12	14	8	-11	-20	-6	3
Cc1ccc(C2(C)NC(=O)N(CC(=O)NC(=O)NCCC(C)C)C2=O)cc1 (stereo not given)	9	3	-8	2	-6	-1	5	5	-6	11	-7
CC(C(=O)N1CCOCC1)N1C(=O)C2C3C=CC(C4CC34)C2C1=O (stereo not given)	-9	7	-6	0	0	5	-7	8	-3	14	-7
CC1=Nc2ccccc2N=C(NC(=O)CSC(=S)N2CCN(C)CC2)C1c1ccccc1 (stereo not given)	-1	-2	9	-1	16	13	9	23	1	21	0
CC1CCc2nc3ccccc3c(C(=O)OCC(=O)NC3CCS(=O)(=O)C3)c2C1 (stereo not given)	-2	-4	-5	3	-12	-4	2	-5	12	-7	-5
Clc1ccc(-c2csc(NNC3=NCCCCC3)n2)cc1	1	-23	4	-35	-26	14	-7	-21	-67	-6	-4
CC1CCc2c(sc(NC(=O)/C=C/c3cccs3)c2C(=O)O)C1 (stereo not given)	-12	40	-4	22	7	6	34	10	-34	56	-4
CC(NC(=O)/C(C#N)=C/c1ccco1)c1ccccc1 (stereo not given)	-5	3	-10	-13	-15	0	-3	1	25	3	0
COc1ccc(C(=O)Nc2cccc(NC(=O)c3ccc(OC)cc3OC)n2)c(OC)c1	-10	-24	6	-19	-23	-6	-22	-23	-18	-8	9
COc1cc(N)c(Cl)cc1C(=O)OCC(=O)Nc1cccnc1Cl	-1	0	-4	1	7	8	-75	-34	13	6	-5
